Screening results deposited in PubChem by several laboratories.
DAX1 inh-1: NR0B1 (DAX1) inhibition; P51843; HEK293 Gal4-DAX1 luciferase reporter, luminescence; inhibition, % at 6.75 µM; 0.99% of 340,000 active; AID 504766;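 active = inhibition above the mean over all tested compounds plus 3 SD, cut at about 4.2% in these data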;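 also: 0% = DAX1-transfected cells with DMSO and 100% = empty-vector control cells with DMSO; inhibition shows as a rise in luminescence from relieved DAX1 repression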
Target sequence (P51843 207-470 limits assumed): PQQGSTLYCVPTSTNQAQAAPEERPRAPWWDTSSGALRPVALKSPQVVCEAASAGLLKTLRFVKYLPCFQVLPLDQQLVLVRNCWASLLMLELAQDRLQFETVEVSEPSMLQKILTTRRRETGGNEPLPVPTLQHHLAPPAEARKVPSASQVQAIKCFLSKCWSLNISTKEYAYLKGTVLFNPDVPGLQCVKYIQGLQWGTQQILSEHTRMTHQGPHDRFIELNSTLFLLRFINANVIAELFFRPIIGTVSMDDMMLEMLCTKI
GC-A act: GC-A (human) enzyme activation; 0.14% of 370,000 active; HEK293 GC-A cells, cGMP TR-FRET, EC30 ANP; 0% at EC30 ANP, 100% saturating ANP; P16066; activation, % at 10 µM; in the data active = activation above about 40%
DAX1 inh-2: inhibitors of DAX1 repression of SF-1 activated StAR promoter. HEK293T StAR-luciferase reporter, SF-1/DAX-1 repression relief. inhibition, % at 6.8 µM. 1.1% of 370,000 active. AID 652010;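 active = inhibition above the mean over all tested compounds plus 3 SD, cut at about 3.6% in these data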;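 also: 0% = DAX-1 cells with DMSO and 100% = cells lacking DAX-1 with DMSO; higher inhibition means more luminescence from relief of DAX-1 repression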
GAA850 FXN act: activators of GAA850 frataxin (FXN) promoter; activation, % at 6 µM; 0.56% of 360,000 active; HEK293 lucGAA850 FXN promoter luciferase reporter, 24 h; percent of 10 µM SAHA response;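 active = activation above the average of all compounds screened plus 3 SD, cutoff fixed separately per campaign, cut at about 7.5% in these data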;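 also: 0% = DMSO wells and 100% = 10 µM SAHA wells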
PG9 binder: small molecules binding HIV-1 gp120 antibody PG9. inhibition, % at 6.7 µM. 0.43% of 360,000 active. TR-FRET gp120-PG9 antibody binding. AID 624416; in the data active = inhibition above about 8.5%
hcDAF-12 act: activators of H. contortus DAF-12 nuclear receptor. HEK293 hcDAF-12 lit1-tk-luc reporter, luminescence; 0% DMSO, 100% Δ7-dafachronic acid. activation, % at 6.8 µM. AID 652067. 1.4% of 370,000 active;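 active = activation above the mean of all tested compounds plus 3 SD, cut at about 5.5% in these data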;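 also: 100% = response to 3 µM Δ7-dafachronic acid high control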
ADAM17 inh: inhibitors of human ADAM17 | inhibition, % at 6.95 µM | P78536 | recombinant ADAM17, EDANS/DABCYL FRET peptide cleavage | 0.83% of 370,000 active;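 active = inhibition above the mean of compounds lying between control limits plus 3 SD, set per campaign, cut at about 8.5% in these data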;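 also: 0% = DMSO-only wells as the low control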
hgDAF-12 ag: activates the H. glycines DAF-12 receptor ligand-binding domain. activation, % at 6.8 µM. HEK293 GAL4-hgDAF12 UAS-luciferase reporter, agonist luminescence; normalized to butyrate control. AID 687014. 1.8% of 370,000 active;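 active = activation above a cutoff set at the mean of all screened compounds plus 3 SD, cut at about 10% in these data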;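 also: 0% = DMSO wells and 100% = sodium butyrate wells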
SMARCA2 activ: increases SMARCA2 function in MMTV reporter cells. MG213 cells, MMTV-luciferase reporter, dexamethasone, overnight. 1% of 370,000 active. activation, % at 9.1 µM; in the data active = activation above about 7.8%;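 also: 0% = vehicle wells and 100% = reference activator wells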
ADAM10 inh: inhibitors of human ADAM10 | 0.62% of 370,000 active | inhibition, % at 7 µM | O14672 | recombinant ADAM10, EDANS/DABCYL FRET peptide cleavage, 3 h;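 active = inhibition above a per-campaign cutoff equal to the mean of compounds falling between control-based bounds plus 3 SD, cut at about 20% in these data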;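 also: 0% = DMSO wells while the 100% control is not disclosed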
Target sequence (O14672 214-748 limits assumed): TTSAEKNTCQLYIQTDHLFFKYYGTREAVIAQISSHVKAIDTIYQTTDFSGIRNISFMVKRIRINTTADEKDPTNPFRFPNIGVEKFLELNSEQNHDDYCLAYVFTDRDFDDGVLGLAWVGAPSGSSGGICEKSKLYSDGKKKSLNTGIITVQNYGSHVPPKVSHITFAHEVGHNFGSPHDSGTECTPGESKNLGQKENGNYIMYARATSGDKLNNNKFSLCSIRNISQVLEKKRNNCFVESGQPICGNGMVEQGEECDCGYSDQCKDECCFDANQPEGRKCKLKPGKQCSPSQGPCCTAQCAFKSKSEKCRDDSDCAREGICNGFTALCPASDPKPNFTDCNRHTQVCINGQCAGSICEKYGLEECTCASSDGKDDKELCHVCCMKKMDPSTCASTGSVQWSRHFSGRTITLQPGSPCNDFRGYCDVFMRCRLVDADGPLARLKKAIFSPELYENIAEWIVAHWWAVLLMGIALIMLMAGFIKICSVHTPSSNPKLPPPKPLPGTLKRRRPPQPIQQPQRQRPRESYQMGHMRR
ssDAF-12 act: activates DAF-12 receptor from parasite S. stercoralis; HEK293 ssDAF-12/GRIP1 lit1-tk-luc reporter, luminescence; % of 3 µM dafachronic acid response; 1% of 370,000 active; activation, % at 6.8 µM;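 active = activation above the mean over all tested compounds plus 3 SD, cut at about 0.9% in these data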;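 also: 0% = DMSO-only wells and 100% = 3 µM delta7-dafachronic acid wells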
Active calls of the source: *.

For CCN(CC)CCNC(=S)Nc1ccc(Cl)cc1 the results were DAX1 inh-1 0.0, GC-A act -3, DAX1 inh-2 -0.1, GAA850 FXN act 2.5, PG9 binder -0.7, hcDAF-12 act -0.8, ADAM17 inh -6, hgDAF-12 ag -1.5, SMARCA2 activ -4, ADAM10 inh -8 and ssDAF-12 act -1.3.
For CCOC(=O)CC(C)(C)/C(C)=N/Nc1ccc([N+](=O)[O-])cc1[N+](=O)[O-] the results were DAX1 inh-1 -0.9, GC-A act 1, DAX1 inh-2 0.3, GAA850 FXN act 4.6, PG9 binder -3.3, hcDAF-12 act -0.4, ADAM17 inh 0, hgDAF-12 ag 0.1, SMARCA2 activ 1, ADAM10 inh 3 and ssDAF-12 act -1.6.
For O=C(Nc1ccc(N2CCOCC2)cc1)c1ccncc1 the results were DAX1 inh-1 1.4, GC-A act -2, DAX1 inh-2 0.1, GAA850 FXN act 1.4, PG9 binder -2.7, hcDAF-12 act 1.0, ADAM17 inh 3, hgDAF-12 ag 2.8, SMARCA2 activ 2, ADAM10 inh 0 and ssDAF-12 act -0.4.
For CC1=NNC(=O)C(CC(=O)Nc2ccc(Cl)c(Cl)c2)C1 (stereo not given) the results were DAX1 inh-1 -0.2, GC-A act 1, DAX1 inh-2 0.1, GAA850 FXN act -1.3, PG9 binder -1.0, hcDAF-12 act 0.9, ADAM17 inh -4, hgDAF-12 ag -2.7, SMARCA2 activ -4, ADAM10 inh -3 and ssDAF-12 act -1.5.
For COc1ccc(C2NC(=O)c3ccccc3N2)c(OC)c1OC (stereo not given) the results were DAX1 inh-1 1.6, GC-A act 4, DAX1 inh-2 -0.5, GAA850 FXN act -2.3, PG9 binder 0.5, hcDAF-12 act -2.1, ADAM17 inh inactive, hgDAF-12 ag -0.6, SMARCA2 activ -1, ADAM10 inh inactive and ssDAF-12 act -0.1.
`COc1cc(CN2CCNC(=O)C2CC(=O)NCCC2=CCCCC2)cc(OC)c1` (stereo not given) gave DAX1 inh-1 2.5, GC-A act -3, DAX1 inh-2 0.1, GAA850 FXN act 1.9, PG9 binder -3.0, hcDAF-12 act -1.6, ADAM17 inh 2, hgDAF-12 ag 3.8, SMARCA2 activ -4, ADAM10 inh -1 and ssDAF-12 act -1.5.
CC1CCCC(NC(=O)CSC2CCCCC2)C1C (stereo not given) was read as DAX1 inh-1 0.2, GC-A act 0, DAX1 inh-2 1.0, GAA850 FXN act 1.1, PG9 binder -1.6, hcDAF-12 act -2.2, ADAM17 inh -3, hgDAF-12 ag 0.1, SMARCA2 activ 0, ADAM10 inh 7 and ssDAF-12 act -2.3.
O=C(Nc1ccccc1F)c1ccc(OCc2ccccc2)cc1 was read as DAX1 inh-1 1.4, GC-A act 0, DAX1 inh-2 1.6, GAA850 FXN act 1.8, PG9 binder -0.9, hcDAF-12 act 5.5, ADAM17 inh -1, hgDAF-12 ag 11*, SMARCA2 activ 1, ADAM10 inh 4 and ssDAF-12 act -0.2.
Screening COc1ccc(C(=O)NC2CCc3ccccc32)cc1OC1CCN(C(C)C)CC1 (stereo not given) returned DAX1 inh-1 1.0, GC-A act 2, DAX1 inh-2 -1.2, GAA850 FXN act 2.6, PG9 binder 0.9, hcDAF-12 act 4.3, ADAM17 inh 1, hgDAF-12 ag 4.8, SMARCA2 activ 1, ADAM10 inh -2 and ssDAF-12 act -0.6.
`CC1CCCC(NC(=O)CSc2ccc(F)cc2)C1C` (stereo not given) gave DAX1 inh-1 2.2, GC-A act -2, DAX1 inh-2 -0.1, GAA850 FXN act -0.7, PG9 binder 1.4, hcDAF-12 act -0.2, ADAM17 inh -1, hgDAF-12 ag -3.3, SMARCA2 activ -1, ADAM10 inh 3 and ssDAF-12 act -1.9.
For NNC(=O)CCCNc1ncc(C(F)(F)F)cc1Cl the results were DAX1 inh-1 -0.7, GC-A act 1, DAX1 inh-2 -0.4, GAA850 FXN act 1.1, PG9 binder 2.3, hcDAF-12 act -1.0, ADAM17 inh -4, hgDAF-12 ag -3.1, SMARCA2 activ -1, ADAM10 inh -6 and ssDAF-12 act -1.7.
Screening CCc1cc(OCCN(C)C)ccc1Cl returned DAX1 inh-1 -0.8, GC-A act 0, DAX1 inh-2 1.8, GAA850 FXN act -0.6, PG9 binder -1.7, hcDAF-12 act 1.6, ADAM17 inh -5, hgDAF-12 ag -1.2, SMARCA2 activ 0, ADAM10 inh -14 and ssDAF-12 act -1.9.
O=C1c2ccccc2NC(c2ccc(-c3ccc(C(F)(F)F)cc3)o2)N1O (stereo not given) was read as DAX1 inh-1 3.2, GC-A act -1, DAX1 inh-2 -1.1, GAA850 FXN act -0.9, PG9 binder -0.7, hcDAF-12 act -1.5, ADAM17 inh -3, hgDAF-12 ag 0.7, SMARCA2 activ -1, ADAM10 inh -19 and ssDAF-12 act -1.5.
Screening Cc1cc(OCn2ccc(C(=O)O)n2)ccc1Cl returned DAX1 inh-1 -0.2, GC-A act 3, DAX1 inh-2 0.6, GAA850 FXN act -1.4, PG9 binder 0.7, hcDAF-12 act -1.0, ADAM17 inh 4, hgDAF-12 ag -1.7, SMARCA2 activ -2, ADAM10 inh -8 and ssDAF-12 act -1.3.
Screening O=C(Cc1cccc2ccccc12)NN1C(=O)C2C(C1=O)C1C=CC2C12CC2 (stereo not given) returned DAX1 inh-1 -0.7, GC-A act 2, DAX1 inh-2 -0.7, GAA850 FXN act 2.0, PG9 binder 0.0, hcDAF-12 act -2.0, ADAM17 inh -3, hgDAF-12 ag -0.5, SMARCA2 activ -2, ADAM10 inh -5 and ssDAF-12 act -1.3.
For Cc1ccc(NC(=S)NC2CC3CCCC(C2)N3Cc2ccco2)cc1 (stereo not given) the results were DAX1 inh-1 -0.9, GC-A act 3, DAX1 inh-2 0.6, GAA850 FXN act 1.1, PG9 binder -2.8, hcDAF-12 act -1.0, ADAM17 inh 0, hgDAF-12 ag 1.3, SMARCA2 activ 10*, ADAM10 inh 1 and ssDAF-12 act -1.9.
COc1ccc(CC(=O)NCCCCc2ccccc2)cc1OC was read as DAX1 inh-1 3.3, GC-A act -2, DAX1 inh-2 -1.4, GAA850 FXN act -0.5, PG9 binder 0.5, hcDAF-12 act -2.2, ADAM17 inh -2, hgDAF-12 ag 0.0, SMARCA2 activ -4, ADAM10 inh 0 and ssDAF-12 act -1.1.
For CC(=O)c1ccc(NC(=O)C2CCCO2)cc1 (stereo not given) the results were DAX1 inh-1 2.5, GC-A act 3, DAX1 inh-2 1.1, GAA850 FXN act 1.7, PG9 binder -0.4, hcDAF-12 act -1.5, ADAM17 inh -3, hgDAF-12 ag 6.2, SMARCA2 activ 1, ADAM10 inh -2 and ssDAF-12 act -1.4.
Cc1coc2cc3oc(=O)c(CC(=O)N4C[C@H]5C[C@@H](C4)c4cccc(=O)n4C5)c(C)c3cc12 was read as DAX1 inh-1 2.2, GC-A act 2, DAX1 inh-2 0.8, GAA850 FXN act -1.0, PG9 binder 1.7, hcDAF-12 act -0.4, ADAM17 inh -89, hgDAF-12 ag -2.3, SMARCA2 activ 0, ADAM10 inh -352 and ssDAF-12 act -1.9.
`Cc1cccc(C)c1N1CCN(C(c2ccnc3ccccc23)c2nnnn2-c2ccc3c(c2)OCCO3)CC1` (stereo not given) gave GC-A act -5, DAX1 inh-2 -3.3, PG9 binder 0.0, hcDAF-12 act 0.4, ADAM17 inh -2, hgDAF-12 ag -1.9, SMARCA2 activ -4, ADAM10 inh -13 and ssDAF-12 act -1.1.
`COc1ccc(NS(=O)(=O)c2cc(NS(=O)(=O)c3cc(C(=O)O)ccc3OC)ccc2C)cc1` gave DAX1 inh-1 0.0, GC-A act -4, DAX1 inh-2 -1.4, GAA850 FXN act 0.9, PG9 binder 0.5, hcDAF-12 act -0.2, ADAM17 inh -1, hgDAF-12 ag -2.9, SMARCA2 activ -2, ADAM10 inh -2 and ssDAF-12 act -1.4.
O=C(O)c1cccc(NC(=O)c2ccc3c(c2)C(=O)N(C2CCCCC2)C3=O)c1 was read as DAX1 inh-1 -0.4, GC-A act 2, DAX1 inh-2 0.6, GAA850 FXN act -0.4, PG9 binder -4.2, hcDAF-12 act -1.3, ADAM17 inh -2, hgDAF-12 ag -3.7, SMARCA2 activ 5, ADAM10 inh -7 and ssDAF-12 act -1.6.
For Cc1ccc(C)c(SCC(=O)NCC(c2ccco2)N2CCCCC2)c1 (stereo not given) the results were DAX1 inh-1 -0.5, GC-A act -3, DAX1 inh-2 -2.8, GAA850 FXN act 1.1, PG9 binder 0.6, hcDAF-12 act -0.7, ADAM17 inh -5, hgDAF-12 ag 3.1, SMARCA2 activ -4, ADAM10 inh -1 and ssDAF-12 act -1.6.
For COc1ccccc1C1=Nc2cccc3cccc(c23)N1 the results were DAX1 inh-1 -0.4, GC-A act -1, DAX1 inh-2 -0.2, GAA850 FXN act 12*, PG9 binder -8.4, hcDAF-12 act -1.6, ADAM17 inh 8, hgDAF-12 ag -1.8, SMARCA2 activ 8.1*, ADAM10 inh -14 and ssDAF-12 act -1.8.
Screening Cc1cccc2cc(CN(Cc3ccco3)C(=O)c3ccncc3)c(=O)[nH]c12 returned DAX1 inh-1 0.5, GC-A act -6, DAX1 inh-2 0.4, GAA850 FXN act -2.7, PG9 binder 9.3*, hcDAF-12 act -0.9, ADAM17 inh -17, hgDAF-12 ag -0.8, SMARCA2 activ 0, ADAM10 inh -58 and ssDAF-12 act -1.2.
CC(NS(C)(=O)=O)C(c1cccs1)N1CCN(Cc2ccccc2)CC1 (stereo not given) was read as DAX1 inh-1 -0.4, GC-A act 2, DAX1 inh-2 1.7, GAA850 FXN act -3.3, PG9 binder -0.1, hcDAF-12 act 2.0, ADAM17 inh -6, hgDAF-12 ag -0.1, SMARCA2 activ -1, ADAM10 inh -11 and ssDAF-12 act -1.1.
`CN(c1ccc(-c2csc(NC(=O)C3CC(=O)N(Cc4ccco4)C3)n2)cc1)S(C)(=O)=O` (stereo not given) gave DAX1 inh-1 -0.5, GC-A act 0, DAX1 inh-2 -1.4, GAA850 FXN act 0.7, PG9 binder -0.9, hcDAF-12 act -1.3, ADAM17 inh -3, hgDAF-12 ag 1.0, SMARCA2 activ -4, ADAM10 inh -39 and ssDAF-12 act -1.0.

No new results follow: an excerpt of the list.
O=C1c2ccccc2NC(c2ccc(-c3ccc(C(F)(F)F)cc3)o2)N1O (stereo not given) was read as DAX1 inh-1 3.2, GC-A act -1, DAX1 inh-2 -1.1, GAA850 FXN act -0.9, PG9 binder -0.7, hcDAF-12 act -1.5, ADAM17 inh -3, hgDAF-12 ag 0.7, SMARCA2 activ -1, ADAM10 inh -19 and ssDAF-12 act -1.5.
Screening Cc1cc(OCn2ccc(C(=O)O)n2)ccc1Cl returned DAX1 inh-1 -0.2, GC-A act 3, DAX1 inh-2 0.6, GAA850 FXN act -1.4, PG9 binder 0.7, hcDAF-12 act -1.0, ADAM17 inh 4, hgDAF-12 ag -1.7, SMARCA2 activ -2, ADAM10 inh -8 and ssDAF-12 act -1.3.
Screening O=C(Cc1cccc2ccccc12)NN1C(=O)C2C(C1=O)C1C=CC2C12CC2 (stereo not given) returned DAX1 inh-1 -0.7, GC-A act 2, DAX1 inh-2 -0.7, GAA850 FXN act 2.0, PG9 binder 0.0, hcDAF-12 act -2.0, ADAM17 inh -3, hgDAF-12 ag -0.5, SMARCA2 activ -2, ADAM10 inh -5 and ssDAF-12 act -1.3.
